Screening data: PubChem BioAssay, several laboratories
AHR act – activates the human aryl hydrocarbon receptor. activation, % at 5 µM. P35869. AID 2796. AHR-responsive luciferase reporter cells, luminescence. 320,000 tested, 2.5% active; in the data active means activation above about 47%;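 further: 0% = vehicle wells and 100% = reference agonist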
LAP4-GFP MLPCN – yeast TOR pathway LAP4-GFP modulation; GFP response vs DMSO, % at 10 µM; 320,000 tested, 0.34% active; S. cerevisiae LAP4-GFP multiplex, flow cytometry GFP, 3 h; median GFP as percent of DMSO wells;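 active means GFP response vs DMSO above a set limit, about the screen mean plus 3 SD, cut at about 150% in these data; inconclusive means under 70 cell events counted for the yeast strain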
procasp3 activ – procaspase-3 (human) activation. P42574. recombinant procaspase-3 D3A, Ac-DEVD-pNA absorbance 405 nm. activation, % at 8.5 µM. 330,000 tested, 0.11% active. AID 463141;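 active means activation above the mean of all tested compounds plus 3 SD, cut at about 21% in these data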;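 further: 0% = DMSO alone and 100% = DMSO wells spiked with extra 5 µM PC-3 D3A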
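Compound: 8.5 µM single point, 0.8% DMSO / Material: Autoprocessing-dead procaspase-3 D3A mutant enzyme / Timing: 1 h preincubation plus 2 h reaction at 25 °C / Medium: Zinc-free HEPES/NaCl buffer with 0.01% Triton X-100 at pH 7.4 / Technique: 405 nm absorbance of p-nitroaniline, reads at 0 and 120 min / Repeats: one well per compound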
procasp7 counter – activates human procaspase-7, counter-screen for procaspase-3 activators | P55210 | recombinant procaspase-7, Ac-DEVD-pNA absorbance 405 nm; D23A/D198A/D206A triple mutant, cannot self-cleave; scale: DMSO 0, 5 µM enzyme 100 | activation, % at 8.5 µM | 330,000 tested, 0.093% active;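 active means percent activation above the screen-wide mean plus 3 SD, cut at about 25% in these data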
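signal = Epi-absorbance of released pNA at 405 nm, two timepoints | assay system = Uncleavable procaspase-7 mutant enzyme | reagent = Ac-DEVD-pNA substrate, 400 µM as added | times = 1 h enzyme–compound preincubation and 2 h substrate reaction, both 25 °C | benchmarks = low DMSO alone, high DMSO plus 5 µM PC-7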
EBNA-1 inhibitor – blocks EBNA-1 binding to DNA; 300,000 tested, 0.34% active; inhibition, % at 14.8 µM; EBNA-1 DNA binding, fluorescence polarization; in the data active means inhibition above about 28%
MEP2 TOR yeast – alters MEP2-GFP fluorescence in TOR pathway yeast screen | 330,000 tested, 0.51% active | GFP response vs DMSO, % at 10 µM | AID 2016 | S. cerevisiae MEP2-GFP strain, flow cytometry GFP, 3 h; 100% = DMSO control level;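 active means GFP response versus DMSO above a set limit, roughly screen mean plus 3 SD, cut at about 180% in these data; inconclusive means fewer than 70 cells counted for a yeast strain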;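 further: median GFP fluorescence of the barcode-gated MEP2-GFP cells per well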
ZTA DNA inh – blocks Epstein-Barr virus ZTA, an EBNA-1 counter-screen. ZTA-DNA binding, fluorescence polarization. 320,000 tested, 0.15% active. P03206. inhibition, % at 11 µM; in the data active means inhibition above about 33%
RPL19A-GFP yeast – alters RPL19A-GFP fluorescence in TOR pathway yeast screen; S. cerevisiae RPL19A-GFP strain, flow cytometry, 3 h; stronger effect = lower value; 330,000 tested, 0.3% active; AID 2025; percent response vs DMSO, % at 10 µM;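 active means percent response vs DMSO below 50%; inconclusive means fewer than 70 events counted for the yeast strain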;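 further: median channel GFP fluorescence of the barcoded RPL19A-GFP strain; ratio of sample median GFP to plate DMSO average so 100% = DMSO; lower means less RPL19A-GFP as with rapamycin TOR inhibition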
Active calls of the source: *; ? = inconclusive; / = no result given; [ ] = remark or other dose. Rows are unselected; any-hit rate near 3.8%.

SMILES	AHR act	LAP4-GFP MLPCN	procasp3 activ	procasp7 counter	EBNA-1 inhibitor	MEP2 TOR yeast	ZTA DNA inh	RPL19A-GFP yeast
CN1C[C@@H]2C[C@@H](C3=Cc4cc(Cl)ccc4OC3)N3CCC[C@@]23C1=O	1	92	8	13	11	91	13	92
CCCn1c(NC(=O)c2cccc(C)c2C)nc2ccccc21	20	101	0	-2	-9	104	-7	96
CCc1ccc(C(C)NC(=O)c2ncn[nH]2)cc1 (stereo unspecified)	5	90	-5	13	-3	99	-5	99
Cc1ccc(NC(=O)CSc2nc3[nH]c(=O)cc(O)c3s2)c(Br)c1	2	92	-10	-26	/	93	-25	92
CCN1N=C(c2ccccc2)Cn2c1nc1ccccc12	67*	106	0	4	-7	95	-11	94
CC1=C(C(=O)N2CCCCC2)C(c2cccs2)C2=C(CCCC2=O)N1 (stereo unspecified)	1	95	-3	10	10	97	5	92
O=C(CC1CCCCC1)N1CCN(c2ccccn2)CC1	-2	97	3	-3	0	103	0	96
CCCN(CCC)C(=O)C1CCN(c2ccc(S(=O)(=O)N3CCOCC3)cc2[N+](=O)[O-])CC1	-1	90	-2	-1	2	102	0	100
Cc1sc2ncnc(Sc3nnc4sc5ccccc5n34)c2c1C	1	90	10	-1	2	108	8	108
COc1ccc(-n2c(C)cc(C(=O)COc3ccc(C)nc3[N+](=O)[O-])c2C)cc1	-4	95	-16	-28	-7	100	3	101
CC(C)CN(C(=O)COC(=O)C12CC3CC(CC(Cl)(C3)C1)C2)c1c(N)n(Cc2ccccc2)c(=O)[nH]c1=O	5	98	0	9	-1	101	14	96
COC(=O)N1C(=O)[C@](CC(C)C)(c2ccccc2)N1C(=O)OC	2	119	1	-7	1	92	-23	98
N#Cc1cc2c([nH]c1=S)CCCCCC2	2	104	-19	-21	11	96	16	99
CCOCCN(C(=O)c1ccccc1Cl)c1cccc(C)c1C	0	99	-24	7	-9	90	-10	98
CCOc1ccc(C(c2c(NC(=O)c3ccccc3)sc(C)c2C)N2CCN(CCO)CC2)cc1 (stereo unspecified)	5	92	3	12	3	98	-10	106
CCOC(=O)C(=CNNc1cccc(Cl)c1)C(=O)OCC	7	154*	-12	-5	0	98	1	98
CC1CCCN(c2ccc3nncn3n2)C1 (stereo unspecified)	0	94	-1	0	5	97	-3	104
Cc1cc(C)cc(C(=O)NCCC(=O)N2CCC3(CC2)NCCc2[nH]cnc23)c1	3	92	1	-11	-6	95	-9	98
Cc1nn(CCCC(=O)Nc2cccnc2)c(C)c1[N+](=O)[O-]	14	111	-9	12	4	95	-5	103
CC(c1ccccc1)n1cc(C(=O)NCC2CCCO2)nn1 (stereo unspecified)	5	97	13	1	3	97	11	97
Cc1c(Cl)cccc1NC(=S)NC(=O)c1cncc(Br)c1	27	?	-21	-17	-16	?	-8	?
COc1ccc(CNC(=O)c2ccc(CS(=O)(=O)c3ccccc3C)o2)cc1	9	99	3	-1	-5	106	-18	98
O=S(=O)(c1ccc(Cl)cc1)N1CCn2c1nc1ccccc12	0	94	-7	3	-5	98	1	104
CC(C)CC1NC(=O)c2cc(Cl)ccc2-n2c1nc1ccc(F)cc1c2=O (stereo unspecified)	6	93	9	19	/	92	/	98

Two of the compounds above, as labelled records:
mol: N#Cc1cc2c([nH]c1=S)CCCCCC2
- AHR act = 2
- LAP4-GFP MLPCN = 104
- procasp3 activ = -19
- procasp7 counter = -21
- EBNA-1 inhibitor = 11
- MEP2 TOR yeast = 96
- ZTA DNA inh = 16
- RPL19A-GFP yeast = 99

mol: CCOc1ccc(C(c2c(NC(=O)c3ccccc3)sc(C)c2C)N2CCN(CCO)CC2)cc1 (stereo unspecified)
- AHR act = 5
- LAP4-GFP MLPCN = 92
- procasp3 activ = 3
- procasp7 counter = 12
- EBNA-1 inhibitor = 3
- MEP2 TOR yeast = 98
- ZTA DNA inh = -10
- RPL19A-GFP yeast = 106

Returning to the listing; the 6 compounds before the break are reprinted first.
SMILES	AHR act	LAP4-GFP MLPCN	procasp3 activ	procasp7 counter	EBNA-1 inhibitor	MEP2 TOR yeast	ZTA DNA inh	RPL19A-GFP yeast
Cc1nn(CCCC(=O)Nc2cccnc2)c(C)c1[N+](=O)[O-]	14	111	-9	12	4	95	-5	103
CC(c1ccccc1)n1cc(C(=O)NCC2CCCO2)nn1 (stereo unspecified)	5	97	13	1	3	97	11	97
Cc1c(Cl)cccc1NC(=S)NC(=O)c1cncc(Br)c1	27	?	-21	-17	-16	?	-8	?
COc1ccc(CNC(=O)c2ccc(CS(=O)(=O)c3ccccc3C)o2)cc1	9	99	3	-1	-5	106	-18	98
O=S(=O)(c1ccc(Cl)cc1)N1CCn2c1nc1ccccc12	0	94	-7	3	-5	98	1	104
CC(C)CC1NC(=O)c2cc(Cl)ccc2-n2c1nc1ccc(F)cc1c2=O (stereo unspecified)	6	93	9	19	/	92	/	98
CNC(=O)Nc1ccccc1F	2	96	2	-1	-12	104	-14	100
Cc1ccccc1CN1CCN(C(=O)CC(C)C)CC1	0	90	-3	5	7	107	4	102
Cc1ccc(S(=O)(=O)N(C)CC(=O)NCc2ccncc2)cc1	0	105	1	5	13	105	-3	103
COc1ccc(C)cc1S(=O)(=O)Nc1cc2c3c(c1)C(C)C(=O)N3CCC2 (stereo unspecified)	28	90	-6	3	11	96	6	94
O=C(c1ccc(Cl)nc1)N1CCN(C/C=C/c2ccccc2)CC1	-2	102	-5	-3	-12	95	-7	94
Cc1onc(-c2ccccc2)c1C(=O)N1CCCC1	0	100	0	11	4	105	-3	101
COc1ccccc1C(=O)NC(=O)COC(=O)Cc1ccccc1[N+](=O)[O-]	5	109	-7	8	-3	96	-5	94
COc1ccccc1/C=N/NC(=O)CCn1cnc2ccccc21	34	98	2	4	-3	107	-5	100
CN(Cc1ccc(F)cc1)C(=O)c1cccc(NS(=O)(=O)c2ccccc2)c1	1	95	-2	-5	9	96	-5	103
O=C(c1ccc(-c2cccc(Cl)c2)o1)N1CCN(c2ccc([N+](=O)[O-])cc2)CC1	11	91	-3	-2	-7	95	-11	94
CCOC(=O)NC1(C(F)(F)F)C(=O)NC(C)=C1C#N (stereo unspecified)	-1	104	0	11	-10	103	13	96
CCOc1ccc(N(CCCCO)C(=S)NC(=O)c2ccc(C)c(Br)c2)cc1	1	119	-10	-7	7	104	4	99
Cc1ccc(/C=C2\C(=N)N3N=C(CC(=O)N4CCCCC4)SC3=NC2=O)cc1	1	98	4	0	-1	112	2	95
COc1cc(/C=C2/SC(=S)N(CC(=O)NC(C)(C)C)C2=O)cc(OC)c1OC	5	94	3	-3	-18	107	-11	102
O=C(COC(=O)CCCN1C(=O)c2ccccc2C1=O)Nc1ncc(Cl)cc1Cl	6	100	2	10	-2	96	-2	/
COc1cc(N(C)C)c(NC(C)=O)cc1C(=O)O	-2	93	-6	12	-4	110	-6	97
C=CCn1c(-c2ccc(S(=O)(=O)N3CCOCC3)cc2)csc1=Nc1ccccc1	-2	96	3	0	-2	103	2	100
CCO[C@H]1OC(C(=O)Nc2ccccc2)=C[C@@H](C)[C@@H]1CCCO	14	130	2	4	3	97	3	97
CCCCC1CC1C(=O)Nc1ccc(OC)c(OC)c1 (stereo unspecified)	3	100	-3	-8	-5	102	-5	98
CC1CCCCN1Cc1ccc(N)cc1 (stereo unspecified)	3	86	-6	7	-11	97	5	95
CCOC(=O)C1CCCN(C(=O)Nc2c(-c3ccccc3)noc2C)C1 (stereo unspecified)	-2	112	3	4	-10	98	0	99
CCS(=O)(=O)Nc1cccc(-c2ccc3nnc(C)n3n2)c1	3	97	-2	-10	-21	104	-12	103
C=CCN(CC=C)C(=O)C1CCN(Cc2ccc(OCc3ccccc3)cc2)CC1	2	103	4	11	8	116	-6	105
CC(NC(=O)NNC(=O)c1ccncc1)(C(F)(F)F)C(F)(F)F	9	100	9	4	-3	92	1	93
CCCc1nc2oc3c(NCCCN(C)C)ncnc3c2c2c1CCCC2	1	99	6	-13	-12	97	0	92
CCOc1ccc(/C=C/C2=Cc3c(sc(NC(=O)CSc4n[nH]c(N)n4)c3C#N)C(C)(C)C2)cc1	45	100	-7	-6	23	104	16	94
CCCNC(=O)Cn1nc(C(F)(F)F)c2c1CCCC2	-1	69	3	-12	-4	82	8	89
O=C(CNC(=O)c1ccc(=O)[nH]c1)Nc1ccc(F)c(F)c1	-1	112	2	6	2	101	-8	105
C=CCNC(=S)N/N=C/c1cn(-c2ccccc2)nc1-c1ccc(OC)cc1	10	100	5	-3	-1	99	7	101
CC(NC(=O)CNC(=O)c1ccc2c(c1)OCO2)c1ccc(S(N)(=O)=O)cc1 (stereo unspecified)	0	99	-7	-8	/	92	-8	95
Cc1cc(C)c2nc(Cl)c(Cl)nc2c1	3	94	-9	2	-10	104	-3	93
CCc1cccc(C)c1NC(=S)N(CCCN1CCOCC1)Cc1cccnc1	1	102	-3	3	4	103	4	100
N#Cc1ccccc1OCC(=O)NNC(=O)CCNC(=O)c1ccccc1	1	95	6	11	/	102	/	96
CC(=O)c1cccc(NC(=O)CCCN(C)S(=O)(=O)c2ccc(F)cc2)c1	4	95	1	-11	-4	103	-15	102
Cc1ccc(-c2c(CC(=O)O)c(C)nc3sc4c(c23)CCCC4)cc1	1	102	10	12	1	100	3	104
CCOC(=O)C1(Cc2cccc(F)c2)CCN(C(=O)c2cnccn2)CC1	5	96	5	-5	-19	107	9	101
COc1ccccc1OCCNC(=O)CC(NC(C)=O)c1ccccc1 (stereo unspecified)	4	98	-2	11	-1	105	-1	104
O=C(NCCc1ccccc1)c1ccc(CS(=O)(=O)c2ccc(Br)cc2)o1	2	80[may fluoresce violet]	2	11	-3	159[may fluoresce violet]	-1	20*[may fluoresce violet]
CC1=CC(C)(C)NC(=S)N1c1cccc2cc(S(=O)(=O)O)ccc12	1	/	-7	-19	-1	90	-3	85
COc1ccccc1CNC(=O)COC(=O)/C=C/c1cccs1	0	101	3	9	0	102	-9	102
COc1ccccc1NC(=S)NC(=O)Cc1ccccc1	14	99	-1	-5	5	96	0	98
O=C1C(=O)c2ccccc2C(O)=C1C1CCC(c2ccc(Cl)cc2)CC1 (stereo unspecified)	8	104	-10	-24	-2	102	8	107
S=C1N(c2ccccc2)CN(C2CCCCC2)CN1c1ccccc1	0	/	11	-2	6	98	-9	89
O=C(N/N=C/c1ccc([N+](=O)[O-])o1)c1cc(-c2ccc(-c3ccccc3)cc2)nc2ccccc12	128*	102	-3	-4	0	109	-8	108
Cc1ccc(S(=O)(=O)N(C)C)cc1NC(=O)C1CCCCC1	-4	96	-15	2	-10	92	-13	96
CSCCC(NS(=O)(=O)c1ccc(Cl)cc1)C(=O)OCC(=O)NC1CCCCC1 (stereo unspecified)	-6	/	5	6	6	96	1	98
CC(C)N(C(=O)CSc1nnc(NC(=O)c2ccco2)s1)C(C)C	-1	117	-4	6	-6	116	8	110
Cc1ccc(N(CC(=O)NC2CCCCC2)S(=O)(=O)c2c(C)noc2C)cc1	3	98	3	1	3	100	-25	98
CCCCNC(=S)NNC(=O)c1ccoc1C	1	97	3	-6	-5	96	-5	94
O=[n+]1cc(-c2ccc(Br)cc2)n([O-])c2c1CCC2	-1	98	-12	1	7	102	-1	100
CC(=O)N1N=C(c2ccccc2OC(=O)/C=C/c2ccccc2)CC1c1ccccc1 (stereo unspecified)	0	114	-10	7	-4	91	5	94
O=C1C2C(C(=O)N1CCN1CCN(Cc3ccc([N+](=O)[O-])cc3)CC1)[C@H]1C=C[C@@H]2C1 (stereo partly specified)	0	/	-7	0	-5	115	-7	91
Cc1ccc(/C=C/C(=O)NCCCN2CCN(CCCNC(=O)/C=C/c3ccc(C)o3)CC2)o1	1	105	-6	-2	4	104	7	103
